# From PubChem BioAssay
# 12-LOX inh: inhibitors of human 12S-lipoxygenase ALOX12; P18054; purified 12hLO, xylenol orange hydroperoxide absorbance; Potency, µM (titrated, usually from 108 µM), for the others: at the highest dose activity change, negative = inhibition, most hits filed as inhibitors; actives 1.1% (n = 580,000); active = well fitted inhibition curve with a large enough effect; inconclusive = small, poorly fitted or top-dose-only effect, or another doubt; inactive = no such curve, though single readings can be large or run the other way
# Target sequence (P18054 whole entry, looked up): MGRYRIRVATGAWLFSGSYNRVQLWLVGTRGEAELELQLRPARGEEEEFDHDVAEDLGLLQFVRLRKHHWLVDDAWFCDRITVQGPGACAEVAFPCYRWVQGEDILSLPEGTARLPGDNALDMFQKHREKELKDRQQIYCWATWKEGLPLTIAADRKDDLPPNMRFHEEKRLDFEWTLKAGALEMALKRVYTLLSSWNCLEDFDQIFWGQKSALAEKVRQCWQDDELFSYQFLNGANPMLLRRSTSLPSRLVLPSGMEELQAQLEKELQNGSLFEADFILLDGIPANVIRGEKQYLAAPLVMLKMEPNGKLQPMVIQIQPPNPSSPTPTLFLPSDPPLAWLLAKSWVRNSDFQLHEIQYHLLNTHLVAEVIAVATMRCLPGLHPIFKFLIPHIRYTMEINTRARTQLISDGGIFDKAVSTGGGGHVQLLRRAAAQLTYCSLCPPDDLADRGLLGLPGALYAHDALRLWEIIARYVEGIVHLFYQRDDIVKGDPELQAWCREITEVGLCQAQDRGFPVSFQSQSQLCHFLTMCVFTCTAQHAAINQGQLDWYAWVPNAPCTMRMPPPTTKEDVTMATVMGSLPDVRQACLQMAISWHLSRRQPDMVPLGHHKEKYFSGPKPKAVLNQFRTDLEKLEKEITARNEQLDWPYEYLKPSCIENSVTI
#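 Hydroperoxide product was detected by ferrous iron/xylenol orange as the 573 to 405 nm absorbance ratio. Arachidonic acid at 40 uM (final) was turned over for 30 min at room temperature by 150 nM human 12hLO, pH 7.0 Hepes buffer, after 15 min compound preincubation.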
# Starred values were filed as active, the others as inactive; u = inconclusive; & = joins results of further samples; [ ] = dose if it differs, or a comment. % is set by controls: 0 for no effect and ±100 for the full control effect; potency is the fitted concentration of half-maximal effect.
no.	molecule	12-LOX inh
1	CC(=O)N1CCNc2cc(Nc3ccc(F)cc3)ncc2C1	-17%[176 µM]
2	C[C@]1(CO)[C@H]2Cc3sc(NC(=O)c4ccc(F)cc4)nc3[C@@H](CC(=O)Nc3ccccc3)[C@]2(C)CC[C@H]1O	u
3	COc1ccc(NC(=O)N2CCC(Oc3ncccc3C(=O)N(C)C)C2)c(OC)c1 (configuration not stated)	33%[activator]
4	O=C(CCc1ccc2c(c1)CN(C(=O)C1CC1)CCO2)NC1CCS(=O)(=O)C1 (configuration not stated)	8%
5	Cc1noc(-c2nc(-c3ccc(Br)cc3)no2)n1	17%
6	COCCNC(=O)[C@H]1C[C@H](Oc2ccccc2)CN1C(C)=O	45%[activator]
7	O=C1NCCCCCCN(C(=O)c2ccoc2)[C@H]2C[C@H](c3nc(-c4cccnc4)no3)C[C@@H]12	13%
8	COCCNC(=O)c1nc(-c2cccc(C(F)(F)F)c2)c2ccccn12	73%[activator]
9	Cc1nn(C)c(C)c1C(=O)N[C@@H]1CN(c2ncccn2)C[C@H]1CO	-3%
10	CC(=O)Nc1ccc(C2(C(=O)N3CCN(c4ccccc4)CC3)CCCCC2)cc1	5%

# Given with values ahead of the structure: entries from further up
no.	12-LOX inh	canonical_smiles
3	33%[activator]	COc1ccc(NC(=O)N2CCC(Oc3ncccc3C(=O)N(C)C)C2)c(OC)c1 (configuration not stated)
4	8%	O=C(CCc1ccc2c(c1)CN(C(=O)C1CC1)CCO2)NC1CCS(=O)(=O)C1 (configuration not stated)
5	17%	Cc1noc(-c2nc(-c3ccc(Br)cc3)no2)n1
6	45%[activator]	COCCNC(=O)[C@H]1C[C@H](Oc2ccccc2)CN1C(C)=O
7	13%	O=C1NCCCCCCN(C(=O)c2ccoc2)[C@H]2C[C@H](c3nc(-c4cccnc4)no3)C[C@@H]12
8	73%[activator]	COCCNC(=O)c1nc(-c2cccc(C(F)(F)F)c2)c2ccccn12
9	-3%	Cc1nn(C)c(C)c1C(=O)N[C@@H]1CN(c2ncccn2)C[C@H]1CO

# The listing continues:
no.	molecule	12-LOX inh
11	Cc1nc(C)c(CN2CCOC[C@H](Oc3ccc(S(C)(=O)=O)cc3)C2)s1	29%[176 µM]
12	COc1cccc(CN2C[C@@H](F)[C@@H](OCc3nc4ncccc4[nH]3)C2)c1	28%[176 µM]
13	CC(C)c1noc([C@@H]2C[C@H](NS(=O)(=O)Cc3ccccc3)CN2C)n1	u
14	Cc1cccc(NC(=O)Cn2c(N3CCN(c4ccccc4)CC3)nc(C)cc2=O)c1	-2%
15	Cc1ccc(N2CCN(C(=O)[C@@]34CCCC[C@H]3N(C)C(=O)CC4)CC2)cc1	33%
16	COC[C@@H]1CN(C(=O)c2ccoc2C)C[C@H]1c1nc(C2CC2)no1	50%[activator]
17	CN1CCN(c2nc3c(c(=O)[nH]2)CCN(Cc2cc(F)ccc2F)CC3)CC1	22%
18	O=C(CCc1cc(=O)[nH]o1)N[C@H](C1CCNCC1)C1CC(O)C1 (some centres not stated)	-7%
19	CC(=O)N1CC(n2cc(C(=O)NCC3CC3)nn2)C1	15%
20	O=C1NC(C(=O)NCCCn2cccn2)Cn2cccc21 (configuration not stated)	12%

# Additional structures
no.	molecule	12-LOX inh
21	CCOc1ccccc1NC(=O)N1CCCC(Cn2c(C3CC3)nc3cccnc32)C1 (configuration not stated)	24%
22	CC1(NC(=O)C2CC2)CN(Cc2nc(-c3cccc(F)c3)cs2)C1	-5%[176 µM]
23	CCn1cc(CN(C)C(=O)C2N(C(C)C)C(=O)C23CCCC3)c(C)n1 (configuration not stated)	14%
24	CC(=O)c1cccc(NC(=O)O[C@@H]2CO[C@H]3[C@@H]2OC[C@@H]3Nc2nccc(-c3ccccc3)n2)c1	8%
25	O=C(c1ccc(Cl)s1)N1CCc2n[nH]c(=O)n2CC1	-1%
26	Cc1cc(N2CCNC[C@H]2C)ccc1N1CCN(Cc2ccccc2)[C@@H](C)C1	u
27	CCCc1noc(-c2cccn3c(CNC(=O)c4ccccc4C)nnc23)n1	55%[activator]
28	c1ccc2c(c1)OCC(CCNc1ncncn1)O2 (configuration not stated)	19%
29	COc1cc(C)c(Sc2cnc(NC(=O)c3ccc(CNC(C)C(C)(C)C)cc3)s2)cc1C(=O)N1CCN(C(C)=O)CC1 (configuration not stated)	22%[57.4 µM]
30	CCc1nc(-c2c3n(c(=O)n(CC(=O)Nc4ccc(C)c(F)c4)c2=O)CCCC3)no1	30%

# Further structures follow:
no.	molecule	12-LOX inh
31	COCCn1c(Cn2nc3n(c2=O)CCCCC3)nnc1C1CC(N)C1 (configuration not stated)	51%[activator]
32	CC(O)CCn1ccc2[nH]c(=O)c(C#N)cc2c1=O (configuration not stated)	22%
33	COc1ccc(-c2cnc3n[nH]c(-c4ccccc4C)c3n2)cn1	u
34	O=C(NC1CCCC1)N1CCC2(C1)C(=O)N(CCc1ccccc1)c1ccccc12 (configuration not stated)	-1%&8%
35	O=C1CC(c2ccccc2)N(C(=O)CNS(=O)(=O)c2cccc3cccnc23)CCCCCN1 (configuration not stated)	-5%
36	Cn1cccc1-c1nc(-c2nnn3c2COC(c2ccc(Cl)cc2)C3)no1 (configuration not stated)	9%
37	OC(c1cccc(C(F)(F)F)c1)c1nc(Nc2cccnc2)n[nH]1 (configuration not stated)	41%[activator][176 µM]
38	O=C(C1CC(=O)N(C2CC2)C1)N1CCCN(Cc2ccccn2)CC1 (configuration not stated)	49%[activator]
39	Cc1cc2nc3n(c(=O)c2n1CC(=O)NC1CCCCC1)CCCC3	35%
40	CCc1nccc(-c2c(-c3ccccc3)ncn2CCN2CCCCC2CO)n1 (configuration not stated)	1%

# New compounds follow:
no.	molecule	12-LOX inh
41	Cc1ccc(S(=O)(=O)Nc2ccc(C)n(CC(=O)Nc3ccc(C)cc3C)c2=O)cc1	8%
42	CS(=O)(=O)N1CCC(C2CCN(C(=O)Cc3ccccc3F)C2)CC1 (configuration not stated)	28%
43	CC(C)Oc1ccc(C(=O)N2CCCN(S(C)(=O)=O)c3ccccc32)cc1	-8%
44	CN(C)c1ccc(CN2CCOc3ccc(CN4CCC(O)(c5cccnc5)CC4)cc3C2)cc1	35%[activator]
45	CNC(=O)[C@@H]1C[C@H](Oc2cccnc2)CN1C(=O)c1cn[nH]c1-c1ccc(OC)cc1	39%[activator]
46	CC(C)(C)CC(=O)Nc1ccc([C@H]2OCC(=O)N(CCN)[C@@H]2CO)cc1	37%[activator][176 µM]
47	COc1ccc(-c2nc(C3CC3)nc3c2CCN(Cc2ccc(C(F)(F)F)cc2)CC3)cc1	3%[6.33 µM]
48	Cc1ccccc1NC(=O)N1CCC(CCNC(=O)c2ccnn2C)CC1	9%
49	CN1C(=O)[C@@H]2C[C@@H](CN2Cc2nccs2)Oc2ccccc21	42%[176 µM]
50	Cc1cc(C)n(CCc2c(-c3ccccc3)ncn2CCCc2cccnc2)n1	26%

# (listing goes on)
no.	molecule	12-LOX inh
51	Cc1nn(-c2ccc(C(C)C)cc2)c(C)c1[C@@H]1C=C[C@@H](NC(=O)NC2CCCCC2)C1	-9%[176 µM]
52	COc1ccc(CCC(=O)N2CCN(C(=O)c3nnn4c3COC(c3ccc(C)cc3)C4)CC2)cc1 (configuration not stated)	18%
53	CC(=O)NC[C@H]1Cn2ccnc2CO1	-21%[176 µM]
54	Cc1cc(C(=O)N2CCC(C3CCN(S(C)(=O)=O)CC3)C2)nn1C (configuration not stated)	39%[activator]
55	Cc1cnc(C(=O)NC2C[C@H]3CC[C@@H](C2)N3C(=O)c2cc(F)cc(F)c2)cn1 (some centres not stated)	43%[activator]
56	O=C(NCc1nnc2n1CCN(Cc1ccc(C(F)(F)F)cc1)CC2)c1cccc(F)c1	4%
57	O=C(NCCN1CCCCC1)C1Cn2cccc2C(=O)N1Cc1ccccc1 (configuration not stated)	10%
58	Oc1ccc(Nc2nccc3[nH]c(-c4ccccc4)cc23)cc1	u
59	Nc1nc(CCC(=O)N2CCC3(CCCNC3=O)C2)cs1 (configuration not stated)	34%[activator]
60	Cc1cccc(C(=O)N2C(C(=O)NC(C)c3ccccc3)COC23CCC(C)CC3)c1 (configuration not stated)	14%

# Shown with the structure last: part of the list above
No.	12-LOX inh	structure
19	15%	CC(=O)N1CC(n2cc(C(=O)NCC3CC3)nn2)C1
20	12%	O=C1NC(C(=O)NCCCn2cccn2)Cn2cccc21 (configuration not stated)
21	24%	CCOc1ccccc1NC(=O)N1CCCC(Cn2c(C3CC3)nc3cccnc32)C1 (configuration not stated)
22	-5%[176 µM]	CC1(NC(=O)C2CC2)CN(Cc2nc(-c3cccc(F)c3)cs2)C1

# (next part)
no.	molecule	12-LOX inh
61	O=C(Nc1cc(F)cc(F)c1)N1CCC(CCNC(=O)C2(c3ccccc3)CC2)CC1	9%
62	CN(CCC1CCOCC1)C(=O)c1ccc(OC2CCN(C(=O)C3CC3)CC2)cc1	-14%
63	CNC(=O)[C@H]1C[C@H](Oc2ccccc2)CN1S(=O)(=O)c1ccccc1	10%
64	Fc1ccc(CNC[C@H]2Cn3c(-c4ccc(Cl)cc4)cnc3CO2)cc1	u
65	COc1ccccc1-c1[nH]nc2ncc(C(=O)Nc3cc(C)nn3C)nc12	-7%[176 µM]
66	Cc1ccc(S(=O)(=O)N2CCCC(Cn3c(C)nc4cccnc43)C2)cc1F (configuration not stated)	9%
67	CC(C)Cc1nc(CN2CCn3nc(C(O)c4ccnn4C)cc3C2)no1 (configuration not stated)	61%[activator]
68	COc1ccc(C(=O)NC2CCN(c3cc(C(F)(F)F)ncn3)CC2)c(C)c1	20%
69	CC(=O)Nc1ccc(C(=O)N2CCCC(c3nc(SCc4ccccn4)ncc3C)C2)cc1 (configuration not stated)	-6%
70	Cc1cnn(C2(C(=O)O)CCN(S(=O)(=O)c3cnn(C)c3)CC2)c1	77%[activator]

# The list goes on:
no.	molecule	12-LOX inh
71	COC(=O)N1CCCC(c2nn(-c3ccccc3)c(=O)[nH]2)C1 (configuration not stated)	24%[176 µM]
72	Cc1nc(N2CCCCC2)n(CC(=O)Nc2cccc(C(F)(F)F)c2)c(=O)c1C	-5%
73	Cc1ccc(C(=O)N2CCC[C@H]2c2nc(-c3ccccc3Cl)no2)cc1	22%
74	COc1cccc(-c2nc(NCc3cccnc3)ncc2C(=O)O)c1	29%
75	CCc1nc(-c2c3n(c(=O)n(CC(=O)NCc4ccc(OC)cc4)c2=O)CCCC3)no1	40%
76	CC(C)NC(=O)N1CCC2(CC1)C(=O)NCN2C(=O)Cc1ccccc1	-5%[6.33 µM]
77	CCCCNC(=O)C[C@H]1C[C@@]2(C(=O)OC)C(=C[C@H](C(C)C)O[C@@H]2C2CC2)N(Cc2ccc3c(c2)OCO3)C1=O	4%
78	O=C1NC2(CCN(C(=O)c3cccnc3)C2)N=C1c1ccccn1 (configuration not stated)	36%[activator][176 µM]
79	COc1cc(Nc2cc(C)n(-c3ccc(Cl)c(OC)c3)c(=O)c2)ccc1Cl	-27%
80	CCc1nc2cc(N3CCCC(C(=O)NCc4cccnc4)C3)cnc2nc1CC (configuration not stated)	34%[activator]

# Next entries:
no.	molecule	12-LOX inh
81	COC(=O)C(CC(C)C)N(Cc1ccc(Br)cc1)S(=O)(=O)CCl (configuration not stated)	-6%
82	O=C(c1cccnc1OC1CCN(S(=O)(=O)c2ccccc2)C1)N1CCCCC1 (configuration not stated)	27%
83	COCC1CN(C(C)=O)CC12CCN(C(=O)NCc1ccco1)CC2 (configuration not stated)	23%
84	Nc1ccn(C2C=CC(CO)O2)c(=O)n1 (configuration not stated)	-2%
85	CCOc1ccc(CCCC(=O)N[C@@H]2CCOC[C@H]2OC)cc1C	103%[activator]
86	COc1ccc(-n2nc(C3CCN([S+](=O)([O-])c4cccc(C(F)(F)F)c4)CC3)[nH]c2=O)cc1	58%[activator]
87	CC(C)[C@H](NS(=O)(=O)c1ccc(F)cc1F)C(=O)N1CCC[C@H]1C(=O)NCCc1ccccc1Cl	-14%
88	Cc1ccc(C(=O)N2CC(Oc3ccc(F)cc3F)C2)cc1	2%[6.33 µM]
89	CCn1nc(C)c(CN(CCOC)C(=O)C2COc3ccccc3C2)c1C (configuration not stated)	12%
90	Cc1cc(Cl)ccc1S(=O)(=O)N1CCCC1c1nncn1Cc1ccncc1 (configuration not stated)	13%

# (next part)
no.	molecule	12-LOX inh
91	O=C(C1CCN(c2cnn(Cc3ccccc3)c(=O)c2)C1)N1CCCC1 (configuration not stated)	14%
92	CNC(=O)[C@@H](c1ccccc1OC)N1CCC[C@H]1C(=O)NCC1CC1	13%[176 µM]
93	CCN(CCOc1ccc(C)cc1)C(=O)c1c(O)cccc1O	0%
94	O=C(NCCC1CCN(C(=O)Nc2cc(F)ccc2F)CC1)c1cnccn1	-12%
95	C=CCc1ccccc1OCCN(C)Cc1cc2ccc(F)cc2[nH]c1=O	61%
96	OC1(c2csc(CN3CCc4ccccc4C3)n2)CCN(C2CCOCC2)CC1	29%[176 µM]
97	COc1ccc(NC(=O)Nc2ccc(C)n(CC(=O)NCC(C)C)c2=O)cc1	25%
98	CCC1(N2CCN(S(=O)(=O)c3cc(F)ccc3C)CC2)CCN(S(C)(=O)=O)C1 (configuration not stated)	45%[activator]
99	CCn1ccnc1C1CCCN(C(=O)c2n[nH]c3c2CN(C)CC3)C1 (configuration not stated)	13%
100	Cc1ccc(NC(=O)Cn2c(-c3ccc(F)cc3)nc(C)c(CCO)c2=O)c(C)c1	11%

# Going on with the list:
no.	molecule	12-LOX inh
101	CNCc1cccc(Oc2ccccc2)c1	6%[12.5 µM]
102	COCCn1c(=O)n([C@H]2CCCN(C(=O)c3cc(F)ccc3F)C2)c2ncccc21	33%[activator]
103	COC[C@H]1CCCN1Cc1nc(C2(O)CCN(Cc3ccccc3O)CC2)cs1	29%[176 µM]
104	CN(C)c1cc(N2CCCC(NC(=O)Cc3ccsc3)C2)ncn1 (configuration not stated)	5%
105	C=CCNC(=O)C1N(C(C)C)C(=O)C12CCCC2 (configuration not stated)	46%[activator]
106	CC1Oc2ccc(NC(=O)c3cccs3)cc2CN(Cc2ccccc2)C1=O (configuration not stated)	16%
107	CC(C)[C@]1(O)CN(S(=O)(=O)c2ccc3c(c2)CCC(=O)N3)C[C@H]1C	4%

# Not all compounds are listed; count on the stated rates, not on these rows.
